Screening data (PubChem)
Anthrax LF inh2 – Bacillus anthracis LF protease inhibitors, primary screen, biochemical, multiplex microsphere, MLPCN library; 360,000 tested, 0.12% active; inhibition, % at 10 µM; AID 588501, 2011; Lethal factor (Bacillus anthracis), P15917; multiplex microsphere protease cleavage assay; in the data active = inhibition above about 30%; inconclusive = no clear call, values can overlap the other calls; note: plate controls were buffer without enzyme for full effect and enzyme alone for no effect
Target sequence (P15917 whole entry, looked up): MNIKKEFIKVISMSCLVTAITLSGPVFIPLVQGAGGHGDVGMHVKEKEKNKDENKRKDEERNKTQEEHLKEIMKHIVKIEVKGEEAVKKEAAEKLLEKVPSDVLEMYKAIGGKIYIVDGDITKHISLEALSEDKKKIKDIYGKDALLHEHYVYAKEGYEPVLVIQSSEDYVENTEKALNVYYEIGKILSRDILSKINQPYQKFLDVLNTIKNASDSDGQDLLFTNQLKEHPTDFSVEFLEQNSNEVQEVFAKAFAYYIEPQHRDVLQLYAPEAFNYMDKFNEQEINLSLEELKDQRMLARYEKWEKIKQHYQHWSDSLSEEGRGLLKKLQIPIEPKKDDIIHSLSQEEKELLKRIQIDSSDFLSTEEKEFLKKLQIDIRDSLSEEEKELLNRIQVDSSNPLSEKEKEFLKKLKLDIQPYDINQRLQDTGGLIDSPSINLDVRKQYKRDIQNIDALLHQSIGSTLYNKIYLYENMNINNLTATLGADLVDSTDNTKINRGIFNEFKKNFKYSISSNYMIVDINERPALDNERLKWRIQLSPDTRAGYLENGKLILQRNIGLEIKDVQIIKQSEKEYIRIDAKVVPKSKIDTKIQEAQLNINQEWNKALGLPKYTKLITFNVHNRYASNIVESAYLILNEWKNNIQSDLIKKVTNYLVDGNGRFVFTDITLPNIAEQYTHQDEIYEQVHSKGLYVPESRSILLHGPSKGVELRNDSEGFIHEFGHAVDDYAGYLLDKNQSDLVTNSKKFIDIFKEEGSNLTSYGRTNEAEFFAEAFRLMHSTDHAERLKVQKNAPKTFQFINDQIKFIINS
DUSP3 inh – VHR1 phosphatase inhibitors, primary screen, biochemical, absorbance, uHTS; Dual specificity protein phosphatase 3 (Homo sapiens), P51452; recombinant VHR phosphatase, pNPP absorbance; inhibition, % at 13.3 µM; 290,000 tested, 0.52% active; in the data active = inhibition above about 50%; note: some compounds called inactive have numbers as strong as hits
Target sequence (P51452 whole entry, looked up): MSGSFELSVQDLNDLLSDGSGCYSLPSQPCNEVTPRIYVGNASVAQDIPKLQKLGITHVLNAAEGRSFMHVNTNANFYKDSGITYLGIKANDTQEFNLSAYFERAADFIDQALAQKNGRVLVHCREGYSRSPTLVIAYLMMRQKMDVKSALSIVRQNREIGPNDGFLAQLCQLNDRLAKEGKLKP
Rv3671c protease – Rv3671c serine protease inhibitors, primary screen, biochemical, fluorescence polarization, M. tuberculosis H37Rv | P9WHR9 | inhibition, % at 5.96 µM | 320,000 tested, 0.048% active; in the data active = inhibition above about 38%;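 note: extracellular domain of Rv3671c used as enzyme; 0% = enzyme with DMSO and 100% = no enzyme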
SSB-PriA inh – inhibitors of Klebsiella pneumoniae PriA binding to SSB C-terminal tail, primary screen, biochemical, AlphaScreen | AID 1272365, 2023 | 430,000 tested, 0.6% active | AlphaScreen SSBct-PriA binding, biotinylated peptide | inhibition, % at 33 µM | PriA–SSB C-terminal tail interaction (Klebsiella pneumoniae); in the data active = inhibition mostly above about 37%, no sharp cut-off; inactive = mostly below about 20%;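 note: plate controls were negative control peptide for no effect and reference peptide for full effect; strong numbers were not always called active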
TcdB inh – TcdB glycohydrolase inhibitors, primary screen, biochemical, single point, plate reader; Toxin B (Clostridioides difficile), P18177; AID 652162, 2013; 350,000 tested, 0.24% active; TcdB glycohydrolase enzymatic assay; inhibition, % at 9.99 µM; in the data active = inhibition above about 10%
Vc quorum ag – inducers of Vibrio cholerae quorum light production without autoinducers, primary screen, BH1578 luxS cqsA deficient, single point | V. cholerae BH1578 lux reporter, luminescence, 6 h | activation, % at 18.7 µM | 350,000 tested, 0.16% active; in the data active = activation mostly above about 9.7%, no sharp cut-off; inconclusive = no clear call, values can overlap the other calls; inactive = mostly below about 3.7%; note: not every result past the cut was called active; inactives centre near 0; reference of the scale not given here
Yp Topo-I inh – Yersinia pestis topoisomerase I inhibitors, primary screen, biochemical, cleavage product accumulation, plate reader, single point. DNA topoisomerase I (Yersinia pestis CO92). Y. pestis Topo-I cleavage product accumulation. activity, % at 10 µM. 360,000 tested, 0.064% active. AID 504884, 2011; in the data active = activity above about 50%, passing the limit was not always enough; inconclusive = no clear call, values can overlap the other calls; note: inactives centre near 2
MazEF act – activators of E. coli MazEF toxin-antitoxin RNase, primary screen, biochemical, fluorescence, uHTS. FAM/BHQ RNA-DNA oligo cleavage fluorescence, 5 h. activation, % at 20 µM. 350,000 tested, 0.32% active. AID 504720, 2011; in the data active = activation above about 50%
3CLpro inhibitor – SARS-CoV 3CLpro protease inhibitors, primary screen, biochemical, quenched FRET. recombinant SARS-CoV 3CLpro, quenched FRET peptide cleavage. inhibition, % at 6 µM. 290,000 tested, 0.14% active. Replicase polyprotein 1ab (Severe acute respiratory syndrome coronavirus), P0C6X7; in the data active = inhibition above about 12%
PfHsp40 rescue – rescue of yeast from PfHsp40 toxicity, primary screen, S. cerevisiae, ATP luminescence; 340,000 tested, 0.68% active; AID 504582, 2011; growth rescue, % at 12.5 µM; S. cerevisiae expressing PfHsp40, growth rescue; in the data active = growth rescue above about 28%, passing the limit was not always enough; inconclusive = no clear call, values can overlap the other calls;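 note: yeast W303a lacking pdr1 and pdr3 grown in galactose medium; growth measured after three days at 30 °C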
* hit, by the source's call; i = inactive; ? = inconclusive; . = not tested or not shown; & = joins results of further samples.

SMILES	Anthrax LF inh2	DUSP3 inh	Rv3671c protease	SSB-PriA inh	TcdB inh	Vc quorum ag	Yp Topo-I inh	MazEF act	3CLpro inhibitor	PfHsp40 rescue
O=C(COC(=O)c1ccccc1Br)NC(=O)NCc1ccccc1	.	.	1	-1	-1.1	i	17	1	.	4.3
OCC1CN1C1CCCCC1 (stereo unspecified)	-2	.	.	-12	1.1	-5.6	-1	13	.	-0.6
CCC(NC(=O)c1ccccc1NC(=O)c1ccccc1)C(=O)OC (stereo unspecified)	0	-15	-3	52*	1.4	-0.2	0	-13	-5	?
COc1ccc(/C=C2\CCn3c2nc2ccccc2c3=O)cc1OC	3	-7	-8	-5	.	0.8	13	19	1	-2.3
COc1ccc(C2CC(c3ccc([N+](=O)[O-])cc3)=NN2C(=O)c2ccccc2)cc1OC (stereo unspecified)	4	6	-1	2	1.8	4.3	-8	5	3	0.3
CC(=O)Nc1c(C)nn(-c2ccc([N+](=O)[O-])cc2)c1C	3	4	1	-10	-0.4	1.8	3	3	2	-1.8
CSC(SC)=C(C(C)=O)C(=O)c1ccc(C)cc1	0	6	-8	-2	-9.2	-0.2	-2	-4	3	0.4
CN(C)c1ccc(C=c2c3cc(O)ccc3n3c2cc(-c2ccccc2)[n+]3C)cc1	-103	.	.	84	5.5	-0.8	-35	-19	.	295*
CCOc1ccc(C2CC(c3cccc(C)c3)n3nc(N)nc3N2)cc1 (stereo unspecified)	1	16	10	-3	-0.1	0.4	-3	8	7	0.2
COc1ccc(C(CNC(=O)c2cc3ccccc3cc2O)N2CCOCC2)cc1 (stereo unspecified)	.	.	1	1	1.0	-0.2	20	0	.	0.9
CCOc1cc(/C=N/n2cnnc2)ccc1O	-2	10	-6	.	17*	-1.5	4	1	3	-0.8
c1ccc(-n2cnc3ccccc32)cc1	-4	7	-5	-11	0.7	1.6	2	2	1	0.0

Grouped by structure: those above with a nitro group on carbon
SMILES	Anthrax LF inh2	DUSP3 inh	Rv3671c protease	SSB-PriA inh	TcdB inh	Vc quorum ag	Yp Topo-I inh	MazEF act	3CLpro inhibitor	PfHsp40 rescue
COc1ccc(C2CC(c3ccc([N+](=O)[O-])cc3)=NN2C(=O)c2ccccc2)cc1OC (stereo unspecified)	4	6	-1	2	1.8	4.3	-8	5	3	0.3
CC(=O)Nc1c(C)nn(-c2ccc([N+](=O)[O-])cc2)c1C	3	4	1	-10	-0.4	1.8	3	3	2	-1.8

Carrying on.
SMILES	Anthrax LF inh2	DUSP3 inh	Rv3671c protease	SSB-PriA inh	TcdB inh	Vc quorum ag	Yp Topo-I inh	MazEF act	3CLpro inhibitor	PfHsp40 rescue
CN1Cc2cccnc2N(C)Cc2cc(Cl)ccc21	-2	-5	-15	12	2.3	-0.3	7	7	-2	-1.1
COc1ccccc1C(=O)NCC(=O)n1nc(C)cc1C	-2	10	2	-9	.	i	1	-1	-3	-0.5
N#Cc1ccc(OCC(=O)OCC(=O)c2ccc[nH]2)cc1	3	.	.	-5	-2.2	-0.3	5	2	.	0.1
CCCN(CC(=O)Nc1ccccc1OC)C(=O)c1cc2ccccc2o1	-1	17	-4	5	1.5	1.6	13	6	6	2.3
O=C(CSc1ncnc2c1oc1ccccc12)N1CCN(c2ccccc2)CC1	-9	.	-17	-1	.	-0.4	-4	-1	3	-1.0
CCOC(=O)C1(c2ccccc2)CCN(Cc2cccc(C(=O)O)c2)CC1	2	-13	2	4	0.5	i	6	1	-3	-0.6
CCc1nc2c(c(=O)[nH]1)C(CC)(CC)Cc1ccccc1-2	.	16	-5	-4	1.2	-0.3	3	-1	-1	0.1
COc1cccc(C(=O)c2c[nH]c(C(=O)NCCCN3CCOCC3)c2)c1	-2	36	1	-3	1.5	-1.9	-5	-3	-2	0.6
O=C(NCCSCc1ccco1)Nc1ccccc1	1	8	-1	-6	-0.6	-0.5	5	4	12	-1.1
Cc1cc(C)c(C(=O)C(C)OC(=O)c2ccccn2)cc1C (stereo unspecified)	0	-9	2	-12	2.0	0.8	8	4	1	-0.4
O=C(NC(N1CCOCC1)C(Cl)(Cl)Cl)c1ccc(F)cc1 (stereo unspecified)	-2	24	12	12&-2	-0.4	-0.5	-11	-12	3	-1.7
COc1ccc(N(CC(=O)N2CCc3ccccc32)S(=O)(=O)c2c(C)nn(C)c2C)cc1	-2	23	-2	-8	-1.4	-1.0	11	17	-2	0.1
Cn1c(-c2ccc(Br)cc2)cnc1NCc1ccc(C#N)cc1	-6	9	3	8	0.2	-3.8	1	-20	-2	-1.8
C=CC[C@@H](CC(=O)N[C@@H](CO)Cc1ccccc1)C(=O)N[C@H](C)COC(=O)[C@@H](CC=C)Cc1ccc(F)cc1	5	.	-2	-4	1.2	i	36	5	.	2.4
CC(=O)OC1CC2(C)C(=O)CCC2C2CCc3cc(O)ccc3C12 (stereo unspecified)	9	13	-8	-3	1.0	i	3	-1	2	-0.9
CCCCOc1ccc(C(=O)NCc2ccccn2)cc1	0	-9	-9	-3	.	-0.9	1	-3	3	1.7
COCCn1cnc2c1c(=O)n(CC(=O)O)c(=O)n2Cc1ccccc1	1	-2	-1	-12	0.5	-1.6	4	-1	6	-1.0
Cc1cc(C)c(C#N)c(SCCS(=O)(=O)c2ccc(Cl)cc2)n1	-6	1	2	-21	1.6	-0.4	27	-3	-2	2.5
CCCCCCn1c(O)c(C(C)=NC)c(=O)[nH]c1=O	-5	-10	3	1	.	1.0	4	11	-1	-0.5
CC(C(Sc1ccccc1N)c1ccccc1)[N+](=O)[O-] (stereo unspecified)	.	28	7	-8	2.2	-1.3	1	-2	1	3.8
COC(=O)C1=C(C)N(C)C(C)=C(C(=O)OC)C1c1ccsc1	2	18	-4	-12	.	0.5	-4	6	-3	-0.3
CCn1c(SCC(=O)Nc2nc(-c3ccc(C)cc3)cs2)nnc1-c1ccccc1	-10	30	-3	-16	.	-2.9	-2	3	-1	-0.5
Cc1ccccc1C(=O)Nc1ccnn1C1CCN(C(=O)c2cnsn2)CC1	-4	-9	2	-6	0.3	i	3	4	2	-0.3
CC1CCCCN1C(=O)Cn1cc(C=C2C(=O)N(C)C(=O)N(C)C2=O)c2ccccc21 (stereo unspecified)	-3	0	-1	-8	0.5	-0.8	-8	-83	1	0.1
COCCCNC1=C(C#N)C(=O)NC(c2cccs2)S1 (stereo unspecified)	4	.	.	.	-0.4	i	-2	11	.	.
CC(C)(C)OC(=O)NCCCC[C@H](NC(=O)[C@H](Cc1c[nH]c2ccccc12)NC(=O)OCc1ccccc1)C(=O)O	-3	20	0	-4	2.1	-0.6	19	0	10	14
COc1ccc(OC)c(C2CC(=O)N3CN(c4ccccc4)CSC3=C2C#N)c1 (stereo unspecified)	-10	-2	-1	-3	5.5	-0.6	4	-7	-1	-0.2
Cc1cccnc1NC(=O)c1ccccc1-c1ccccc1C(=O)Nc1ncccc1C	-1	14	-6	-7	.	-0.5	11	11	4	-1.2
COc1ccccc1CN1CC(C(=O)N2CCCCO2)CCC1=O (stereo unspecified)	0	-5	-6	-6	0.9	-2.6	1	6	0	0.2
CCOC(=O)C1=C(C)Nc2sc(C(=O)c3ccc(C)cc3)c(N)c2C1c1ccc(C(=O)OC)cc1 (stereo unspecified)	16	-4	-8	-15	1.1	-0.6	13	-8	-1	4.6
O=C(O)CCn1c(=O)oc2cc(S(=O)(=O)N3CCCC3)ccc21	3	.	-3	-3	0.9	-2.9	-1	16	.	-0.3
CCN(CC)CCCNC(=O)c1cn(CCOC)c(=O)c2c1c1ccccc1n2C	-2	14	0	4	.	1.0	-1	2	-1	0.3
COc1ccc(NC(=O)c2ccc(CN3CCN(c4ccccc4)CC3)cc2)cc1OC	-2	-12	2	1	.	5.0	15	-1	0	1.3
Clc1ccc(CCNCc2ccncc2)c(Cl)c1	0	-16	2	9	-0.1	-0.5	-4	14	9	-2.9
O=C(CCNC(=O)C1CCN(S(=O)(=O)c2ccc(F)cc2)CC1)NCc1ccc(Cl)cc1	0	-4	0	5	-0.6	i	17	-30	3	-0.8
O=C(CCn1c(=O)c2cccn2c2ccc(F)cc21)NCc1cccc(F)c1	0	11	9	-3	0.2	-0.3	5	2	2	-1.9
CN(C(=O)c1ccccc1)C1c2c(ccc3ccccc23)OCC1CO (stereo unspecified)	1	6	-13	-21	0.6	-1.4	18	9	1	-1.0
N#C/C(=C\c1ccc(O)c(O)c1)C(=O)NCc1ccccc1	-8	.	-4	-3	0.8	-0.3	-6	-2	.	-1.2
Cc1ccc2cc(CCNC(=O)CCCc3ccccc3)c(=O)[nH]c2c1	0	10	2	-2	1.3	-0.2	23	-39	-2	-1.7
Cc1cc(NS(=O)(=O)c2ccc(NC(=O)C(C(C)C)N3C(=O)c4ccccc4C3=O)cc2)nc(C)n1 (stereo unspecified)	-2	8	-8	-13	.	-1.8	-6	1	2	-0.1
O=C(NC(=S)N1CCc2ccccc21)C1CCC1	-2	2	6	6	2.3	-2.7	5	8	-4	0.6
O=C(Nc1nccs1)c1cccc(NC(=O)C2CC2)c1	-1	-2	-1	1	.	i	-3	-10	-5	1.0
COc1ccc(NC(=O)CCS(=O)(=O)c2ccc3c(c2)NC(=O)C(C)S3)cc1OC (stereo unspecified)	-1	48	-6	-3	0.6	i	-7	0	-2	1.5
CC(=O)NC(CC(=O)NNC(=O)c1cc2ccccc2cc1O)c1ccccc1 (stereo unspecified)	2	18	10	-6	2.9	-0.9	4	3	6	78*
CCN(CCCNC(=O)CN(C)S(=O)(=O)c1cccc2nsnc12)c1cccc(C)c1	1	26	-6	1	.	-1.5	-4	4	-6	-1.2
CCOc1ccc(NS(=O)(=O)c2cc(C(=O)NCCCN3CCOCC3)ccc2C)cc1	2	.	4	10	1.3	i	-18	0	.	2.5
Cc1cccc(C)c1OCCOC(=O)c1n[nH]c2ccccc12	-8	18	-7	-2	5.9	i	28	0	3	0.0
CC1CCC(=O)N(CCC#N)CC1 (stereo unspecified)	0	5	-3	-8	0.6	0.6	-11	4	-8	-0.3
CC1(C)CC(NCc2ccncc2)CC(C)(C)N1	2	-3	7	-2	0.6	-0.1	-5	7	-1	-0.3
O=[N+]([O-])c1cc(S(=O)(=O)N2CCCC2)ccc1NN=C1CCCC1	0	-1	1	12	.	-0.2	-1	2	-7	0.1
CCN(C(=O)c1cn(CC)c(=O)c2cc(OC)c(OC)cc12)c1ccccc1C	-2	-4	-2	-1	.	-25	-5	1	0	1.6
Nc1nc(N)nc(-c2cccc(Cl)c2Cl)n1	-6	.	-2	-33	0.6	i	6	3	.	0.0
COc1ccc(C(=O)N=c2sc3ccccc3n2C)cc1OC	-6	11	-9	-23	3.2	4.5	4	4	1	-1.6
CCNc1ccc(C(=O)OCC)cc1NC(=O)c1cc(S(=O)(=O)N2CCOCC2)ccc1C	5	8	-6	-7	.	1.4	6	4	-4	113*

Not all compounds are listed; count on the stated rates, not on these rows.
